mIAP inh – mouse IAP inhibition; purified mouse IAP, CDP-Star luminescence, 30 min; inhibition, % at 10 µM; 330,000 tested, 0.2% active; AID 2806;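 active means inhibition of at least 40% at 10 µM in the primary screen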;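 further: plate controls were DMSO with enzyme for no effect and no enzyme wells for full effect; values of inactives mirror those of a sister screen read the other way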
APOBEC3G inh – blocks human APOBEC3G single-stranded DNA deamination; recombinant A3G, ssDNA deamination FAM/TAMRA fluorescence; Q9HC16; 330,000 tested, 0.28% active; inhibition, % at 20 µM; AID 493012;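 active means inhibition of at least 40% at 20 µM, with no more than 30% in the related APOBEC3A deaminase screen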;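 further: plate controls were DMSO wells with A3G for no effect and wells lacking A3G enzyme for full effect; some compounds called inactive have numbers as strong as hits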
Target sequence (Q9HC16 whole entry, looked up): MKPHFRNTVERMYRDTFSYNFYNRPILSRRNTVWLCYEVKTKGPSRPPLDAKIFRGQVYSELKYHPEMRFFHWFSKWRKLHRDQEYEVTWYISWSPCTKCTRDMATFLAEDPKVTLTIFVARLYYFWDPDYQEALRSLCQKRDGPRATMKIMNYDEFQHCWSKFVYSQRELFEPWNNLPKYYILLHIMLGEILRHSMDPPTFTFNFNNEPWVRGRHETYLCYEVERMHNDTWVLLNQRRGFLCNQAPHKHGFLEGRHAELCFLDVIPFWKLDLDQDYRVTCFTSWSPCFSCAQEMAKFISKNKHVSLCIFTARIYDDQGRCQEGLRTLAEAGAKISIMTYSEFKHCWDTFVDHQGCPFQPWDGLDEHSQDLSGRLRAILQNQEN
hIAP block – human IAP inhibition; P09923; purified IAP, CDP-Star luminescence, 30 min; inhibition, % at 10 µM; 330,000 tested, 0.12% active; AID 2544;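 active means inhibition reaching a set limit with compound at 10 µM in the primary screen, cut at about 35% in these data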;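 further: plate controls were DMSO wells with enzyme for no effect and no-enzyme buffer wells for full effect; values of inactives mirror those of a sister screen read the other way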
Target sequence (P09923 whole entry, looked up): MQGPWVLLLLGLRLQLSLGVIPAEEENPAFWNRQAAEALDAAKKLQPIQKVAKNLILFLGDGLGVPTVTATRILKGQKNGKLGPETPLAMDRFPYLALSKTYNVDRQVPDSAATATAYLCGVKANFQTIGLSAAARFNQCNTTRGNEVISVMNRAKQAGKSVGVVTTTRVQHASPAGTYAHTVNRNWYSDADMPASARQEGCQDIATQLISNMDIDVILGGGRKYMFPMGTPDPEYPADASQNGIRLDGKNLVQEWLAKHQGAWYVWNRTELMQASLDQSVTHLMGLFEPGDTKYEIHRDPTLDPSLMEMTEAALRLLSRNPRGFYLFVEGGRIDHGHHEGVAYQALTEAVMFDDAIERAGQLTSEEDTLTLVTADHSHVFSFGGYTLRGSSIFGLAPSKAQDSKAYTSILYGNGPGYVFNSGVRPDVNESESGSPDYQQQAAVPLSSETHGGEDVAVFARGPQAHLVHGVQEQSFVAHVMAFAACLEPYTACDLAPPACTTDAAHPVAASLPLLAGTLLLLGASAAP
beta cell repl – MIN6 beta-cell proliferation induction | MIN6 cells proliferation, ATPlite luminescence, 48 h; cells starved in 0.2% serum; 100% = growth in 10% serum | proliferation, % at 10 µM | 330,000 tested, 0.29% active;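 active means compounds whose signal lies at least 3.5 SD above the mean of all wells on their plate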;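 further: 0% = DMSO-treated cells in low-serum medium and 100% = 10% serum control; some compounds called inactive have numbers as strong as hits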
mIAP act – mouse IAP activation. muIAP, CDP-Star luminescence, 30 min; hits give high values; 1 = vehicle-only enzyme signal, 0 = enzyme-free wells. activation factor at 10 µM. 330,000 tested, 0.24% active;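 active means activation factor of at least 2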; further: the source names both 10 and 20 µM as test concentration; values of inactives mirror those of a sister screen read the other way
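Assay system: mouse IAP enzyme; reagent: chemiluminescent substrate CDP-Star; dosing: test compounds delivered from DMSO solution; schedule: 30 min at room temperature; measured by: luminescence from enzymatic CDP-Star hydrolysis; controls: DMSO-only wells and no-enzyme negative control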
APOBEC3A inh – human APOBEC3A DNA deaminase inhibition | P31941 | recombinant A3A, FAM/TAMRA ssDNA deamination fluorescence | inhibition, % at 20 µM | 330,000 tested, 0.41% active;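 active means at least 40% inhibition at 20 µM here, with at most 30% in a related deaminase screen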;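 further: plate controls were A3A with DMSO for no effect and wells lacking A3A enzyme for full effect; some results filed as inactive read as strong as hits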
Target sequence (P31941 whole entry, looked up): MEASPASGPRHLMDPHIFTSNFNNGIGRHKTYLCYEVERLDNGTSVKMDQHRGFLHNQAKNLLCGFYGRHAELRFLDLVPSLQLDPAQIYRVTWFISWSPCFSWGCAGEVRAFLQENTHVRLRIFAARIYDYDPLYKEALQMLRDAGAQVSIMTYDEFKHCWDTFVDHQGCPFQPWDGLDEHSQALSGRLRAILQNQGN
SENP1 FRET inh – SENP1 (human) catalytic domain inhibition; Q9P0U3; recombinant SENP1 catalytic domain, CyPet-SUMO1-YPet FRET cleavage; inhibition, % at 10 µM; 360,000 tested, 0.21% active;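 active means inhibition at least 30% at 10 µM, raw YFP signal under a set limit, fluorescence ratio 0.5 to 1.5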;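 further: 0% = enzyme with DMSO and 100% = no enzyme wells; some results filed as inactive read as strong as hits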
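Material: hSENP1 catalytic domain, recombinant; medium: Tris pH 8 with BME, BSA, NP40 and catalase; compound: single concentration of 10 µM compound, 0.5% DMSO final; technique: FRET read of cyan and yellow fluorescence; timing: 50 min enzyme reaction, room temperature, light-protected; reagent: SFCypet-SUMO1-SFYpet substrate at 25 nM; control set: no-enzyme low, enzyme-DMSO high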
hIAP activ – human IAP activation; P09923; purified human IAP, CDP-Star luminescence, 30 min; hits give high values; 1 = vehicle-only enzyme, 0 = enzyme-free background; activation factor at 10 µM; 330,000 tested, 0.16% active;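 active means activation factor of the enzyme at least 2-fold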; further: the source names both 10 and 20 µM as test concentration; values of inactives mirror those of a sister screen read the other way
NLRP3 yeast inh – inhibitors of NALP3 inflammasome in yeast | AID 2825 | 330,000 tested, 0.39% active | Yeast reconstituted NLRP3/ASC/caspase-1, beta-gal luminescence, 24 h | inhibition, % at 10 µM;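 active means inhibition of 50% or more; inactive means inhibition below 50%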;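 further: plate controls were induced DMSO wells for no effect and uninduced yeast grown without galactose for full effect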
* marks the source's active call; other numbers are inactive results; & = joins results of further samples. Not all compounds are listed; count on the stated rates, not on these rows.

SMILES	mIAP inh	APOBEC3G inh	hIAP block	beta cell repl	mIAP act	APOBEC3A inh	SENP1 FRET inh	hIAP activ	NLRP3 yeast inh
CSc1nc(Oc2cccc(C(F)(F)F)c2)cc(C(F)(F)F)n1	0	-7	-7	-1	1	-4	3	1.1	16
CCOc1ccccc1NC(=O)CCc1c(C)nn(-c2ccc(N3CCCCC3)nn2)c1C	-1	24	32	-1	1	7	0	0.68	16
CCCOC(=O)CCCCC1SCC(NC(=O)OC)C1NC(=O)OC (configuration not stated)	-5	1	6	-2	1	4	2	0.94	7
CCOC(=O)C1=C(C)N=C2c3ccccc3C(=O)C2C1c1ccccc1 (configuration not stated)	2	-2	0	0	0.98	-1	7	1	-4
CCCC(C(=O)Nc1ccc2c(C)cc(=O)oc2c1)c1ccccc1 (configuration not stated)	1	4	5	-2	0.99	6	0	0.95	0
Cc1ccccc1C1CC(c2cccs2)=NN1S(C)(=O)=O (configuration not stated)	0	-6	-6	-1	0.99	-2	-10	1.1	10
O=C(COC(=O)Cn1[nH]c(=O)c2ccccc2c1=O)NNC(=O)c1ccc(Br)cc1	21	5	-17	0	0.79	9	2	1.2	22
COc1ccc(/C=C(\NC(=O)c2ccc(C)cc2)C(=O)Nc2ccc(C(=O)O)cc2)cc1	-2	-5	9	-3	1	-1	0	0.91	8
Cc1cc(C)cc(NC(=O)COc2coc(CN3CCc4ccccc4C3)cc2=O)c1	5	-3	9	-2	0.95	-1	-9	0.91	24
COC(=O)c1cccnc1-n1c(=O)c2cccnc2n(Cc2cccc([N+](=O)[O-])c2)c1=O	-15	-5	4	-2	1.1	-6	2	0.96	-12
COc1ccc(/C=N/NC(=O)CNC(=O)c2ccc(S(=O)(=O)N3CCCC3)cc2)c(OC)c1	2	-6	8	0	0.98	-3	0	0.92	-1
COc1nnc(-c2ccc(N3CCOCC3)c(NC(=O)C3CCCCC3)c2)c2ccccc12	1	-3	9	-1	0.99	-2	3	0.91	-6
Cc1cc(C)n(C(=O)c2ccc(S(=O)(=O)N3CCCC3)cc2)n1	-3	-4	2	-1	1	-2	1	0.98	20
COc1cccc(CNc2ncc(C(=O)Nc3cc(OC)c(OC)c(OC)c3)c(C)n2)c1	-7	-3	7	-2	1.1	1	-12	0.93	-3
CCCn1c(SCCc2ccccc2)nc2c1c(=O)[nH]c(=O)n2C	2	3	17	2	0.98	1	4	0.83	18
O=C(CNCCC1=CCCCC1)Nc1ccccc1N1CCCCC1	4	-3	-6	-4	0.96	-1	3	1.1	-13
Cc1ccc(C(=O)N2CCN(c3ccc(NC(=O)CSc4ccc(Cl)cc4)cc3)CC2)cc1	9	-8	-1	0	0.91	-4	1	1	3
COc1ccc(C(=O)NNC(=O)C2(C)CC2(Br)Br)cc1 (configuration not stated)	-11	1	1	-3	1.1	0	2	0.99	17
CC1(C)C(=O)Nc2ccccc2N1C(=O)COC(=O)c1cccnc1	-15	-4	10	1	1.1	0	0	0.9	14
COc1ccc(/C=N/NC(=S)NCCc2ccccc2)cc1	3	-1	4	-6	0.97	2	0	0.96	35
COc1ccc(NC(=O)CCN=C2NS(=O)(=O)c3ccccc32)cc1S(=O)(=O)N(C)C	-9	-4	18	3	1.1	-2	0	0.82	8
Cc1onc(-c2ccccc2)c1C(=O)N/N=C(\N)COc1ccc(Cl)cc1	2	-8	-41	3	0.98	0	3	1.4	3
CCOc1ncccc1C(=O)OCC(=O)c1ccc(Cl)s1	-5	-6	-13	-1	1	-6	2	1.1	7
N#Cc1c(/N=C/c2cc3ccccc3s2)sc2c1CCC2	10	-6	-8	-4	0.9	-6	-24	1.1	17
CCC(C(=O)NCc1ccccc1OC)c1ccccc1 (configuration not stated)	-9	2	-10	-2	1.1	4	2	1.1	10

Next section.
SMILES	mIAP inh	APOBEC3G inh	hIAP block	beta cell repl	mIAP act	APOBEC3A inh	SENP1 FRET inh	hIAP activ	NLRP3 yeast inh
CC(=O)NC1=NN(C(C)=O)C(c2ccccn2)S1 (configuration not stated)	-7	-8	10	-1	1.1	-4	0	0.9	6
O=C(Cn1ccc(NC(=O)OCc2ccccc2)nc1=O)NCCCc1ccccc1	8	2	-4	-6	0.92	1	-1	1	15
COc1ccc(Nc2nnc(-c3ccc(C)cc3)c3ccccc23)cc1C(=O)N1CCCCC1	2	-2	14	-6	0.98	-3	-3	0.86	8
CC(C)CN(CCCNC(=O)CN1C(=O)COc2ccc(S(=O)(=O)N3CCC(C)CC3)cc21)CC(C)C	-35	-1	-16	-1	1.4	2	1	1.2	8
Fc1cccc(Cl)c1CNCCCSc1ncccn1	-1	-8	-22	3	1	-2	-5	1.2	21
Cc1ccc(OCCN2C(=O)OC(C)(C)C2(C)O)cc1 (configuration not stated)	5	-7	11	0	0.95	-4	1	0.89	19
O=C(C[n+]1cc(Br)cc(Br)c1)c1ccc(Cl)cc1	13	-3	3	-2	0.87	-4	-9	0.97	16
CN(C)C(=O)COC(=O)c1ccccc1Nc1ccc(SC(F)F)cc1	11	-2	-1	0	0.89	1	1	1	17
CCCNC(=O)c1noc2c1CCc1ccccc1-2	2	1	-2	-5	0.98	1	1	1	42
CCCc1nnc(SCC(=O)Nc2nc(C)cs2)n1CCOC	13	-3	13	1	0.87	-3	0	0.87	18
O=C1SC(SC(=Nc2ccccc2)Nc2ccccc2)C(=O)N1c1ccccc1 (configuration not stated)	22	-3	20	-5	0.78	0	2&-2	0.81	19
Cc1ccc(C(=O)/C=C/Nc2ccc3c(c2)OCO3)cc1	2	-3	-32	-4	0.98	-7	-21	1.3	34
COc1ccc2sc(SCCCS(=O)(=O)O)[n+](CCCS(=O)(=O)[O-])c2c1	3	14	-8	0	0.97	-2	0	1.1	0
Cc1cc(C(=O)OCC(=O)Nc2cc(S(=O)(=O)N3CCOCC3)ccc2Cl)c(C)o1	-3	-2	-10	0	1	-2	1	1.1	7
Cc1nc2ccccc2n1CC(O)COc1ccc(Br)cc1 (configuration not stated)	-7	-6	-5	-5	1.1	-3	1	1.1	26
Nc1cc(=O)[nH]c(=O)n1CCc1ccccc1	-7	18	0	-1	1.1	1	-12	1	25
CCOc1ncccc1C(=O)Nc1cccc(-c2nnc3n2CCCCC3)c1	-4	0	-9	4	1	-2	1	1.1	5
CCCCC(=O)Nc1ccc(C(=O)Nc2cc(C(F)(F)F)ccc2Cl)cc1	-6	-5	-7	-1	1.1	-5	0	1.1	31
Cc1c(C(=O)N(Cc2ccccc2)Cc2cccnc2)cnn1-c1ccc(F)cc1	1	1	-29	1	0.99	4	1	1.3	-5
C/C(=N\NC(=O)Cc1cccc2ccccc12)c1ccncc1	-5	-2	15	0	1	0	2	0.85	6
CCc1nn(C(C)C(=O)NCc2cccc(Cl)c2)c(=O)c2cc3occc3n12 (configuration not stated)	2	-4	-18	-1	0.98	-2	0	1.2	16
COc1cc(Cl)ccc1NC(=S)N(CCN1CCOCC1)C1CCN(C(C)=O)CC1	4	-4	-12	1	0.96	3	-1	1.1	6
CCc1ccc(OCc2nnc(NC(=O)c3cccs3)s2)cc1	2	-7	9	0	0.98	-4	2	0.91	23
COc1cccc(-c2sc3ccc(OC)cc3c2-c2ccc(OCCN(C)C)cc2)c1	-12	-9	17	-6	1.1	-5	5	0.83	29
O=C(O)c1ccc(F)c(S(=O)(=O)Nc2ccccc2Cl)c1	6	-5	18	2	0.94	-1	1	0.82	15

More entries.
SMILES	mIAP inh	APOBEC3G inh	hIAP block	beta cell repl	mIAP act	APOBEC3A inh	SENP1 FRET inh	hIAP activ	NLRP3 yeast inh
COc1ccc(C(=O)N(CC2CCCO2)C(C(=O)NC2CCCC2)c2ccc(Cl)cc2)cc1OC (configuration not stated)	-1	3	12	-3	1	1	-1	0.88	7
Cc1ccc(C)c(Cn2nc(-c3ccccc3)ccc2=O)c1	9	-6	-6	-3	0.91	1	2	1.1	9
O=C(Nc1nnc(C2CC2)s1)c1cc(S(=O)(=O)N2CCN(c3ccccc3)CC2)ccc1Cl	10	-7	15	-5	0.9	-3	-1	0.85	8
CCCCCC(=O)Nc1ccc2ccccc2c1	-5	-8	11	0	1	-1	-2	0.89	17
Cc1cc(OCC(=O)NCc2ccncc2)c2c(C)cc(=O)oc2c1	-4	0	29	-4	1	0	1	0.71	-1
Cc1csc(C(C#N)C(=O)c2cc3ccccc3o2)n1 (configuration not stated)	11	-7	20	-4	0.89	-1	0	0.8	29
COc1ccccc1N1C(=O)CSC1=NC(=O)c1ccccc1	-1	-5	-6	-2	1	0	-1	1.1	-5
Cc1ccc(S(=O)(=O)N2CC[C@@H]2C(=O)O)cc1	2	2	4	3	0.98	1	2	0.96	9
O=C(OCc1nnc(-c2ccccc2)o1)c1cc(=O)c2ccccc2o1	1	-5	-1	0	0.99	-2	-3	1	22
CCCCN1C(=O)CCC(C(=O)O)C1c1ccc([N+](=O)[O-])cc1 (configuration not stated)	-4	-4	-6	-3	1	2	1	1.1	23
COc1ccc(NC(=O)c2cc(N3C(=O)C4C5CCC(C5)C4C3=O)ccc2Cl)c(OC)c1 (configuration not stated)	-8	-3	-27	-3	1.1	-2	3	1.3	17
O=C(NCCCN1CCOCC1)c1ccccc1-c1ccccc1	-10	-4	-8	-2	1.1	0	-1	1.1	-9
CC(=O)c1c(C)[nH]c(C(=O)N2CCCC(C)C2)c1C (configuration not stated)	5	-3	0	-1	0.95	0	1	1	8
CC(=O)Nc1ccc(S(=O)(=O)c2cc(O)ccc2O)cc1	10	-4	-19	-3	0.9	1	-1	1.2	9
COc1ccc2c(COC(=O)CCS(=O)(=O)c3ccccc3)cc(=O)oc2c1	2	-6	8	0	0.98	4	-39	0.92	9
CCOc1ccccc1NC(=O)COC(=O)c1nc2nccc(C)n2n1	7	-9	-13	-2	0.93	-5	0	1.1	-4
COc1ccc(C(=O)OCCCN(C)C)cc1OC	-3	-5	-6	0	1	-1	0	1.1	-1
COc1ccc(/C=C/C(=O)OCC(=O)c2ccc[nH]2)cc1	-7	-9	4	-3	1.1	-3	-10	0.96	5
COc1cccc2c3c(c(=O)[nH]c12)CC(C)(C)O3	-1	-1	-4	-1	1	0	2	1	7
Cc1ccc(S(=O)(=O)CCC(=O)OCC(=O)c2cc(C)n(C)c2C)cc1	-12	-7	-3	2	1.1	-4	-2	1	3
Cc1ccc(C(=O)Nc2ccc3ncccc3c2)cc1	1	-5	-11	-5	0.99	-1	1	1.1	22
Cc1ccc(S(=O)(=O)N2CCN(C(=O)c3ccc(COc4ccccc4)o3)CC2)cc1	7	-1	0	1	0.93	-3	0	1	14
CC(C)CNC(=O)CN(C)S(=O)(=O)c1ccc(F)cc1	0	-3	-6	0	1	2	3	1.1	1
Cc1ccc(OCC(=O)Nc2ccccc2C(=O)NC2CC2)cc1	-5	-5	6	0	1.1	-2	-2	0.94	14

Structures listed so far that have a CF3 group (2):
SMILES	mIAP inh	APOBEC3G inh	hIAP block	beta cell repl	mIAP act	APOBEC3A inh	SENP1 FRET inh	hIAP activ	NLRP3 yeast inh
CSc1nc(Oc2cccc(C(F)(F)F)c2)cc(C(F)(F)F)n1	0	-7	-7	-1	1	-4	3	1.1	16
CCCCC(=O)Nc1ccc(C(=O)Nc2cc(C(F)(F)F)ccc2Cl)cc1	-6	-5	-7	-1	1.1	-5	0	1.1	31
